From PubChem
West Nile virus CPE: West Nile virus antiviral activity, cell-based, CPE readout (AID 1621); West Nile virus-infected cells, CPE inhibition; higher % means a stronger effect; one-dose CPE inhibition, % at 10 µM; IC50 in µM for titrated hits; 290,000 compounds, 0.02% hits; in the data active = a potency from the dose series; inconclusive = CPE inhibition mostly from about 3.7% at the one dose, without a potency; inactive = the rest, 99 in 100 with CPE inhibition below about 2.2%; also: strong numbers were not always called active
GPR55 LPI antagonism: GPR55 antagonists blocking LPI-driven arrestin recruitment, primary screen, imaging, U2OS, beta-arrestin-GFP, LPI agonist (AID 2013) | U2OS GPR55 beta-arrestin-GFP translocation imaging, LPI antagonism; higher % means a stronger effect | 290,000 compounds, 0.13% hits | inhibition, % at 10 µM; hits with a dose series show IC50 in µM;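 active = spots per cell inhibited over 60%, with over 100 cells counted and total cytoplasm intensity under 500,000; inconclusive = wells with under 100 cells, flagged as likely toxic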;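 also: U2OS cells stably carrying GPR55 and arrestin-GFP stimulated by 5 µM LPI near EC80; imaged beta-arrestin-GFP aggregate spots per cell after agonist stimulation; plate controls were LPI-stimulated DMSO wells for no effect and DMSO wells without LPI for full effect; some results filed as inactive read as strong as hits; confirmed hits need IC50 under 10 µM and bright autofluorescent wells are also inconclusive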
GPR55 activation: GPR55 agonists via beta-arrestin recruitment, primary screen, imaging, U2OS cells, beta-arrestin-GFP redistribution (AID 1961). U2OS GPR55 beta-arrestin-GFP redistribution imaging; higher % means a stronger effect. 290,000 compounds, 0.048% hits. activation, % at 10 µM; hits with a dose series show EC50 in µM;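 active = activation above 40% with more than 50 cells counted in the well; inconclusive = wells holding fewer than 50 cells, flagged as toxic or sparse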;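 also: U2OS osteosarcoma cells stably expressing GPR55 and beta-arrestin-GFP; plate controls were DMSO negative control for no effect and LPI positive control for full effect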
KOR beta-arrestin-1: KOR agonists, beta-arrestin recruitment, primary screen, cell-based, luminescence, uHTS (AID 1777); 280,000 compounds, 0.02% hits; KOR beta-arrestin recruitment, luminescence; higher % means a stronger effect; Kappa-type opioid receptor (Homo sapiens); one-dose activation, % at 10 µM; EC50 in µM for titrated hits; in the data active = activation above about 50%, passing the limit was not always enough; also: a part of the inactive calls stands beside numbers as strong as those of hits
T cell HTS: modulators of CD8 T cell-vesicle binding, primary screen, mouse 2C CD8+ T cells, flow cytometry; 2C CD8+ T cell-vesicle binding; active compounds read low; calls only at 7 µM; 330,000 compounds, 0.068% hits;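 active = response, share of CD8 T cells binding vesicles, and their 90th percentile fluorescence all below set limits, cut at about 80% in these data, passing the limit was not always enough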
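material = purified 2C TCR transgenic mouse naive CD8+ T cells | controls = Unloaded micro-vesicles (low), QL9 vesicles with 0.7% DMSO (high) | detection = cytometric PE anti-B7-1 and Alexa647 anti-CD8 signals after 1% paraformaldehyde fixation | incubation = binding step 1.5 h, 37 °C, antibody labelling 20 min, ice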
NTR1 ag: agonists of NTR1, primary screen, imaging, U2OS cells, beta-arrestin-GFP, high content (AID 493036); NTR1-U2OS beta-arrestin-GFP spot imaging, agonist mode; activation, % at 20 µM; 330,000 compounds, 0.17% hits;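 active = activation at or above 40% of the spot to cytoplasm intensity ratio, with at least 20 cells analyzed; inconclusive = wells under 20 cells, flagged as cytotoxic or low count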;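 also: 0% = DMSO without peptide and 100% = 100 nM NTR1 peptide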
Target sequence (P30989 whole entry, looked up): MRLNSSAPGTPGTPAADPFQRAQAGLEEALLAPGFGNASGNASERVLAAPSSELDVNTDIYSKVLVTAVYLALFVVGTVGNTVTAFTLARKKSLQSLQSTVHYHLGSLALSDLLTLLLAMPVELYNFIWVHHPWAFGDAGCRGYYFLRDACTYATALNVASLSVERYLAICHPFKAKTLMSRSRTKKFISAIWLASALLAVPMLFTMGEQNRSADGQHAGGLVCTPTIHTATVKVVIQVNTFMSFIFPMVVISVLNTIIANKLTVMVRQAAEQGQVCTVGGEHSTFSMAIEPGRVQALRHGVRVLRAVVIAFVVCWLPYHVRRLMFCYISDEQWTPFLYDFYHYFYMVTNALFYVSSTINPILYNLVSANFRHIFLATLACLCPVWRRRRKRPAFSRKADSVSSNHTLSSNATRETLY
KOR beta-arrestin-2: KOR antagonists, beta-arrestin recruitment, cell-based, luminescence, uHTS (AID 1778). KOR beta-arrestin recruitment, luminescence, antagonist mode; higher % means a stronger effect. one-dose inhibition, % at 10 µM; IC50 in µM for titrated hits. 290,000 compounds, 0.091% hits; in the data active = inhibition above about 50%; also: strong numbers were not always called active
Salmonella PhoP GFP: inhibitors of PhoP regulon expression, primary screen, Salmonella Typhimurium, GFP reporter (AID 1863); S. Typhimurium PhoP-regulated promoter GFP reporter, 4 h; higher % means a stronger effect; one-dose inhibition, % at 50 µM; IC50 in µM for titrated hits; 300,000 compounds, 0.16% hits;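 active = inhibition over 29.93%, a cutoff 3 SD above the screen mean, later confirmed by dose response; inconclusive = inhibition over 29.93% but no dose response follow-up; inactive = inhibition at most 29.93% or unconfirmed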;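 also: 0% = low Mg2+ inducing control and 100% = high Mg2+ repressing control; strong numbers were not always called active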
GPR35 arrestin U2OS: GPR35 antagonists blocking zaprinast-driven arrestin recruitment, primary screen, imaging, U2OS, beta-arrestin-GFP, zaprinast agonist (AID 2058); one-dose inhibition, % at 10 µM; IC50 in µM for titrated hits; U2OS GPR35 beta-arrestin-GFP translocation imaging, zaprinast antagonism; higher % means a stronger effect; 290,000 compounds, 0.052% hits; G-protein coupled receptor 35 (Homo sapiens);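 active = inhibition of at least 50% with at least 30 cells and total cytoplasm GFP at most 10,000,000; inconclusive = under 30 cells or total GFP of 10,000,000 plus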
T cell HTS vesicle-bound %: further read-out of T cell HTS, marked with its call; double positive events, %; measured here: CD8+ vesicle-bound cell fraction;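 binding gate set so that unloaded-vesicle control wells show 10% double positive cells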
NTR1 ag cell count 20 µM: recorded beside NTR1 ag, whose call it bears; cell count; measured here: cell count, cytotoxicity flag
Active calls of the source: *; i = inactive; ? = inconclusive; . = no result given; [ ] = remark or other dose.

Each structure is followed by: West Nile virus CPE, GPR55 LPI antagonism, GPR55 activation, KOR beta-arrestin-1, T cell HTS, T cell HTS vesicle-bound %, NTR1 ag, NTR1 ag cell count 20 µM, KOR beta-arrestin-2, Salmonella PhoP GFP, GPR35 arrestin U2OS
- Cc1ccc(C(=O)N2CCN(c3ccc([N+](=O)[O-])cc3-n3cccc3)CC2)cc1
→ -0.4%, 9%, 0.3%, -2.1%, i, 17, 3.9, 53, 17%, 2%, -17%
- Fc1ccc(-c2ccnc3nc(N4CCN(c5ccccc5)CC4)nn23)cc1
→ 0.3%, 18%, 0.2%, -2.3%, i, 42, 5.9, 71, 26%, 6%, 11%
- N#C/C(=C/c1ccc(-c2ccc(C(=O)O)c(Cl)c2)o1)C(=O)NCC1CCCO1 (stereo unspecified)
→ 1.1%, 13%, 0.6%, 6.8%, i, 29, ., ., 3%, -3%, 13%
- CCCCOc1ccc(NC2=NC3(CCCC3)N=C(N)N2)cc1
→ 0.2%, 8%, 0.6%, -5.0%, i, 20, 0.7, 65, 13%, 17%, 1%
- CC1(C)[C@@H](O)CC[C@]2(C)C3C(O)C=C4[C@H]5C[C@@](C)(C(=O)O)CC[C@]5(C)CC[C@]4(C)[C@]3(C)CC[C@@H]12 (stereo partly specified)
→ 0.0%, 8%, -0.1%, 3.6%, i, 28, -3.4, 91, -3%, -1%, -33%
- Cc1cccc(-c2nc(-c3ccncc3)no2)c1
→ -0.2%, 5%, -0.1%, 2.7%, i, 52, 0.6, 57, -2%, 5%, 18%
- Cc1ccc(NC(=S)N=Nc2c(O)n(C)c3ccc(S(=O)(=O)N4CCOCC4)cc23)cc1C
→ -1.7%, -1%, 0.1%, -0.8%, i, 27, -0.8, 41, 24%, 12%, 2%
- O=C(COC(=O)[C@H](Cc1ccccc1)NS(=O)(=O)c1ccccc1F)NC1CCCCC1
→ 0.7%, -2%, 0.2%, -0.9%, i, 22, 4.1, 71, -5%, -9%, 14%
- CCOC(=O)Cc1cc(=O)n2[nH]c(-c3ccc(C)cc3)cc2n1
→ 1.0%, 15%, -0.2%, -1.8%, i, 25, -0.4, 65, -2%, -11%, 11%
- CCCc1cc(C(=O)NCc2ccccc2)no1
→ 1.1%, 10%, -0.3%, 1.0%, i, 17, -2.7, 60, 18%, 20%, -11%
- CC(C)CN1C(=O)C(=Nc2cccnc2)c2ccccc21
→ 1.2%, -15%, -0.2%, -1.9%, i, 42, -0.5, 45, -52%, 5%, -6%
- Cc1ccc(-c2nnn(CC(=O)N(CCO)C(C(=O)NC3CCCC3)c3ccc(F)cc3)n2)o1 (stereo unspecified)
→ -0.6%, -2%, -0.1%, ., i, 51, 0.8, 45, -21%[20 µM], 2%, 2%
- Cc1onc(-c2c(Cl)cccc2Cl)c1C(=O)N1CCN(c2ccccc2F)CC1
→ -0.4%, 1%, -0.1%, 1.3%, i, 56, 1.7, 56, 8%, -6%, -5%
- Cc1c(C(=O)Nc2ccccc2C(=O)N2CCCC2)cccc1[N+](=O)[O-]
→ -0.3%, 2%, -0.1%, 1.2%, i, 36, -0.7, 100, -12%[20 µM], -9%, -7%
- Cc1sc2c(c1C)C(=O)/C(=C\Nc1ccncc1)S(=O)(=O)N2C
→ 1.1%, -6%, 0.0%, 2.9%, i, 26, 1.1, 65, -19%, -15%, -1%
- COc1ccc(CN2C(=O)c3cccnc3C2=O)cc1S(=O)(=O)N1CC(C)CC(C)C1 (stereo unspecified)
→ 1.5%, 9%, -0.2%, -0.4%, i, 20, 3.7, 54, 38%, -4%, 8%
- COc1ccc(CN/C=C2\CCCCC2=O)cc1
→ 0.3%, 7%, -0.2%, -3.1%, i, 57, -0.1, 61, 25%, 12%, -18%
- C/C(=N\NC(=S)NCc1ccccc1)c1ccc(C#N)cc1
→ -0.3%, 2%, -0.3%, 1.0%, i, 30, 0.7, 28, 19%, 13%, -7%
- COc1cc(OC)c(NC(=O)c2cccc(F)c2)cc1Cl
→ -0.5%, -4%, -0.2%, -0.8%, i, 2, 3.7, 65, ., -6%, -5%
- CCOc1cc(C(=O)Oc2cc(C)[nH]c(=O)c2[N+](=O)[O-])cc(OCC)c1OCC
→ -0.1%, 12%, -0.2%, -2.8%, i, 9, -1.1, 53, 26%, -2%, 4%
- CC(C)CC(NC(=O)C1CCCCC1)C(=O)NCc1ccccn1 (stereo unspecified)
→ 0.0%, 4%, -0.1%, -0.1%, i, 34, 1.1, 92, -6%, -4%, 8%
- COC(=O)c1ccc(NC(=O)CC2C(=O)N(C)C(=S)N2Cc2ccc(S(N)(=O)=O)cc2)cc1 (stereo unspecified)
→ 15%, 6%, 0.3%, 1.3%, i, 49, 1.2, 51, 18%, 1%, 4%
- Cn1c(=NC(=O)c2cnccn2)sc2ccccc21
→ 0.1%, -3%, 0.3%, 4.3%, i, 22, 0.6, 57, 16%, 10%, 0%
- Cc1ccc(C23CC4CC(CC(C(=O)NC(C)C(=O)O)(C4)C2)C3)cc1 (stereo unspecified)
→ -0.7%, 7%, -0.1%, 3.7%, i, 12, -1.2, 35, 4%, 11%, 9%
- CC(=O)C1C(c2ccccc2)c2c(noc2C)CC1(C)O (stereo unspecified)
→ 0.4%, -4%, -0.3%, ., i, 61, -1.0, 63, -53%, -10%, 7%
- Cc1cccc(NC(=S)N/N=C/c2cccc(O)c2)c1C
→ -0.3%, -22%, -0.1%, 1.3%, i, 21, 4.4, 57, 16%, -6%, -2%
- CCOC(=O)C(CC)n1cnc2c(nnn2-c2ccc(OC)cc2)c1=O (stereo unspecified)
→ 0.3%, 17%, 0.0%, 2.9%, i, 56, -0.6, 57, -17%, -1%, -2%
- c1cncc(-c2nnc(-c3ccco3)o2)c1
→ ?, 17%, -0.2%, -5.8%, i, 19, 0.7, 39, 35%, 1%, -4%
- CCCC(=O)N1CC(=O)Nc2ccc(C)cc2C1c1ccccc1 (stereo unspecified)
→ -0.3%, 3%, -0.1%, 0.6%, i, 53, 0.4, 81, -9%, -7%, -12%
- Cc1nnc(NC(=O)C2CCCN2S(=O)(=O)c2ccc(Cl)cc2)s1 (stereo unspecified)
→ -0.1%, -1%, -0.6%, -3.9%, i, 51, 2.1, 59, 22%, 12%, -32%
- CCCc1c(C(=O)N/N=C/c2cccc3ccccc23)nnn1-c1nonc1N
→ -0.1%, -5%, -0.1%, -0.8%, i, 7, 3.9, 50, -110%, 4%, 13%
- CC(C)C(C)NC(=O)Cn1cnc2c(oc3ccccc32)c1=O (stereo unspecified)
→ -0.2%, 5%, 0.3%, -2.4%, i, 21, 1.2, 44, -11%, -6%, -3%
- Cc1ccc(C(=O)Nc2ccc3c(c2)OCO3)cc1Cl
→ -0.3%, 9%, 0.0%, 0.7%, i, 34, -0.1, 43, 2%, 13%, -6%
- O=C(CC1SC(=Nc2ccc(OC(F)F)cc2)N(CCC2=CCCCC2)C1=O)Nc1ccccc1F (stereo unspecified)
→ -0.8%, 4%, 0.0%, 14%, i, 50, 3.7, 45, -25%, -9%, -10%
- COC(/C=C/Nc1ccc(Cl)cc1)=C(C#N)C#N
→ 0.5%, 14%, -0.2%, -2.1%, i, 52, 0.1, 27, -3%, 5%, -3%
- O=C(CCSc1nc(-c2ccco2)cc(C(F)(F)F)n1)N1CCN(c2ccccn2)CC1
→ 0.2%, 2%, -0.2%, -1.1%, i, 29, 7.2, 38, -4%, -1%, 6%
- O=S(=O)(Cc1noc(-c2ccc(OC(F)(F)F)cc2)n1)c1ccc(F)cc1
→ -0.3%, 1%, -0.2%, 0.1%, i, 24, -1.6, 59, -33%, -10%, -3%
- CCOc1ccc(NC(=O)C2CCCN2S(=O)(=O)c2ccc3c(c2)C(C)(C)C(=O)N3C)cc1 (stereo unspecified)
→ -1.2%, -1%, -0.1%, -4.1%, i, 5, 5.7, 61, -37%[20 µM], ., 4%
- CCCn1nnnc1NCc1ccc(N(C)C)cc1
→ -0.1%, 8%, -0.1%, 3.0%, i, 50, 0.6, 63, -29%[20 µM], -3%, 8%
- Cc1cc(OCc2nc3ccccc3s2)ccc1N
→ -0.1%, -3%, -0.1%, -1.3%, i, 45, -0.5, 46, 10%, 4%, -7%
- Cc1ccc(CC2SC(N)=NC2=O)cc1 (stereo unspecified)
→ 0.6%, 2%, -0.3%, 1.6%, i, 28, -0.2, 39, 9%[20 µM], 1%, 3%
- CCC(c1nnnn1C1CCCC1)N(Cc1cccs1)Cc1cc2cccc(C)c2[nH]c1=O (stereo unspecified)
→ 0.6%, 6%, 0.6%, -3.5%, i, 36, 4.7, 50, 18%, -5%, -2%
- CCCCOC(=O)c1ccc(NC(=O)CSC2=Nc3ccccc3C3CC=NN23)cc1 (stereo unspecified)
→ -0.2%, -1%, 0.3%, -3.4%, i, 51, 7.0, 82, -27%, 7%, 9%
- O=C(/C=C/Nc1ccccc1C(F)(F)F)c1ccco1
→ 0.1%, 4%, -0.1%, ., i, 64, -1.3, 34, -42%[20 µM], 8%, 7%
- COc1ccccc1CNC(=O)[C@@H](NC(=O)C1CCN(C(=O)[C@@H]2CCCN2)CC1)C(C)C
→ -0.3%, -4%, 0.2%, 0.3%, i, 8, -1.3, 101, -3%[20 µM], 2%, -5%
